GAA glycogen mod: inhibitors or activators of human alpha-glucosidase glycogen cleavage. hit rate 0.38% among 300,000. recombinant GAA, glycogen substrate, Amplex Red glucose oxidase fluorescence. Potency, µM (titrated, usually from 76.4 µM), without a hit: top-dose activity change, negative = inhibition, usual class: inhibitors. P10253;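 further: 0% = full enzyme reaction and -100% = no-enzyme basal signal; the screen sought inhibitors and activators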
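Recombinant human alpha-glucosidase (4 nM final) hydrolysed bovine liver glycogen (30 ug) for 40 min at 37 C in pH 5.0 citrate/phosphate with 0.01% Tween-20. Released glucose detected by glucose oxidase/Amplex Red, Ex 573/Em 610 nm. Compounds up to 77 uM; AC50 from Hill fits.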
HTT ATP protect: cytoprotection in Huntington HTT-Q103 PC12 cell model | PC12 HTT-Q103 induced, cytoprotection, ATP luminescence, 40 h | Potency, µM (doses to about 56.4 µM), without a hit: cytoprotection (ATP increase), usual class: activators | hit rate 0.14% among 230,000 | AID 1471;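 further: % of control where 0% means no effect; nearly all actives have a fitted effect of over 45% in size; toxic huntingtin expression switched on by the ecdysone agonist tebufenozide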
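Compounds were screened for protection of PC12 cells against cell death after tebufenozide induction (100 nM final) of mutant Huntingtin exon 1 (Q103) fused to GFP.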
GAA inh: blocks human lysosomal alpha-glucosidase. P10253. purified human GAA, 4-MU-alpha-glucoside fluorescence. Potency, µM (series often up to 76.9 µM), inactives show top-dose activity change, negative = inhibition, most hits filed as inhibitors. hit rate 0.005% among 200,000. AID 1466;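 further: plate controls were uninhibited enzyme wells for no effect and no-enzyme background for full effect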
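Activity normalized between no-enzyme (basal) and enzyme-only wells. Conditions: 4 nM human enzyme, 400 uM fluorogenic substrate, citrate/phosphate pH 5.0 with Tween-20, 20 min room temperature, compounds up to 77 uM.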
RGS12 GoLoco inh: inhibitors of human Gai1-RGS12 GoLoco interaction (red fluorophore). Gai1:RGS12 GoLoco peptide FP, rhodamine, 10 min. Potency, µM (highest dose often 61.6 µM), for the others: at the highest dose activity, negative = inhibition, usual class: inhibitors. hit rate 0.44% among 230,000; active means well fitted inhibition curve with a large enough effect, not every such curve was filed as active; inactive means no such curve, though single readings can be large or run the other way; further: on the % scale 0 is the no-effect control and ±100 the full control effect; nearly all actives have a fitted effect of over 30% in size; many of its hits are not listed in these tables
Target sequence (P63096 whole entry, looked up): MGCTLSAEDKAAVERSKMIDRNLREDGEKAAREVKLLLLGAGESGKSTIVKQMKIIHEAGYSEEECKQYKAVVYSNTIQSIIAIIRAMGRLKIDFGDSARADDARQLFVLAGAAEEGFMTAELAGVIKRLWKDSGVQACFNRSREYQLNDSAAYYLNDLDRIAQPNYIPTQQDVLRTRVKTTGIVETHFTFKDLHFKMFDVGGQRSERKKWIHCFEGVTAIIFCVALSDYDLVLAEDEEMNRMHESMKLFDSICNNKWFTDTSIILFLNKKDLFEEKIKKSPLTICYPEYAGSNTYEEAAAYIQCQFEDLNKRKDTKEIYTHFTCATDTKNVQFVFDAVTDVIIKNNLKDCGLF
HTT aggregate: inhibitors of mutant huntingtin aggregate formation in PC12 cells. PC12 HttQ103-GFP aggregates, Acumen cytometry, 40 h. Potency, µM (titrated, usually from 46.1 µM), for the others: top-dose activity change, negative = inhibition, hits mostly inhibitors. hit rate 1.1% among 220,000. AID 1688; further: on the % scale 0 is the no-effect control and ±100 the full control effect; nearly all actives have a fitted effect of over 60% in size
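Multiplexed with ATP-based cell death, this channel scores GFP aggregates in PC12 cells expressing inducible HTTex1-Q103-GFP. Induction used 100 nM tebufenozide; compounds were tested in concentration series.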
aGlu spleen mod: inhibits or activates alpha-glucosidase in human spleen homogenate. P10253. human spleen homogenate, 4-MU-alpha-glucoside fluorescence. Potency, µM (doses to about 79.9 µM), without a hit: at the highest dose activity change, negative = inhibition, hits mostly inhibitors. hit rate 0.006% among 240,000. AID 2112;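 further: 0% = enzyme with vehicle and -100% = no enzyme basal signal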
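AC50 values come from Hill-equation fits of concentration-response data, normalized to no-enzyme and full-activity controls. Enzyme source: 1 ug human spleen homogenate; 1 mM fluorogenic 4-MU glucoside, pH 5.0 citrate buffer, 37 C, 40 min.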
IMPase Li cell: membrane-permeable IMPase blocker, potentiated with lithium. CHO-M1 cells, IP1 TR-FRET (IP-One), carbachol + lithium. Potency, µM (top dose mostly 59.4 µM), for inactives: at the highest dose activity, negative = IMPase inhibition, hits mostly inhibitors. hit rate 0.35% among 210,000;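 further: IP1 builds up when IMPase is blocked and the TR-FRET signal falls; plate controls were basal vehicle for no effect and high inhibitor control for full effect; nearly all actives have a fitted effect of over 50% in size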
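Steps: plate 2000 CHO-M1 cells per well and culture 16–30 h; add compound and lithium; incubate 30 min, 37C; add d2-IP1 tracer and Eu cryptate anti-IP1 antibody in lysis buffer; read after 10 min at room temperature.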
Numbers without * were called inactive; ? = inconclusive; / = no result given; & = joins results of further samples; [ ] = another dose, or the depositor's remark. Unless noted, the call rests on the fitted dose curve; in most records, active means well fitted curve in the direction sought with a large enough effect; inconclusive means small, poorly fitted or top-dose-only effect, or another doubt; inactive means no such curve, though single readings can be large; an effect the other way counts as inactive or inconclusive. Potency means the concentration at half of the fitted maximal effect. This is a subset. The share of hits here may be higher or lower than overall.

SMILES	GAA glycogen mod	HTT ATP protect	GAA inh	RGS12 GoLoco inh	HTT aggregate	aGlu spleen mod	IMPase Li cell
Cc1ccc2nc(C)c(C(=O)N/N=C/c3cccs3)cc2c1	-4%	/	4%	-5%	0%	-1%	3%
Cc1c(C(=O)Oc2cccc3cccnc23)cccc1[N+](=O)[O-]	5%	-24%	-3%	1%	-29%	-3%	8%
Cc1c(C(=O)NCCN2CCOCC2)oc2ccc(S(=O)(=O)N3CCCCCC3)cc12	3%	-5%	?	4%	-11%	-3%	15%[38.3 µM]
O=S(=O)(c1cc(Cl)cc(Cl)c1)N1CCCC1c1nc2ccccc2s1 (centres undefined)	-5%	15%[10 µM]	2%	5%	-5%	-6%	11%
Cc1ccccc1CSCC(=O)Nc1c(C)n(C)n(-c2ccccc2)c1=O	3%	44%[10 µM]	5%	9%	14%	9%	-3%
Cc1cccc(N2C(=O)CC(N(C(=O)c3ccco3)c3cccc(C)c3)C2=O)c1 (centres undefined)	2%	0%[0.074 µM]	4%	-4%	-13%	-4%	1%
Cc1cc(=O)oc2cc(OCc3ccc(C(=O)N4CCN(c5ccc([N+](=O)[O-])cc5)CC4)cc3)ccc12	0%	14%[10 µM]	-6%	5%	20%	-2%	8%
C1CNCCOCCNCCN1	6%	18%	?	1%	5%	-5%	-4%[38.3 µM]
COc1cccc(Oc2cn[nH]c2-c2ccc(O)cc2O)c1	?	-10%[10 µM]	?	-4%	?	-15%	13%[38.3 µM]
COc1ccc2c(c1)C(=O)[C@@H](OC(=O)N[C@H](C)C1CCCCC1)[C@H](c1ccc(OC)c(Br)c1)O2	/	/	/	2%	/	0%	13%
COc1ccc(C(=O)N2CC3(CC(c4cccc([N+](=O)[O-])c4)=NO3)C[C@H]2C(=O)NCC(N)=O)cc1 (some centres undefined)	-7%	4%	-3%	-11%	-3%	3%	-1%[38.3 µM]
Cc1oc(/N=C/c2cccc3ccccc23)c(C#N)c1C	-5%	1%[10 µM]	-1%	16%	-8%	3%	-6%[38.3 µM]

Single records, from the list above. Screens in order: GAA glycogen mod, HTT ATP protect, GAA inh, RGS12 GoLoco inh, HTT aggregate, aGlu spleen mod, IMPase Li cell
Results for Cc1ccc2nc(C)c(C(=O)N/N=C/c3cccs3)cc2c1 = -4%, /, 4%, -5%, 0%, -1%, 3%
Results for COc1ccc2c(c1)C(=O)[C@@H](OC(=O)N[C@H](C)C1CCCCC1)[C@H](c1ccc(OC)c(Br)c1)O2 = /, /, /, 2%, /, 0%, 13%
Results for Cc1oc(/N=C/c2cccc3ccccc23)c(C#N)c1C = -5%, 1%[10 µM], -1%, 16%, -8%, 3%, -6%[38.3 µM]

(more compounds)
SMILES	GAA glycogen mod	HTT ATP protect	GAA inh	RGS12 GoLoco inh	HTT aggregate	aGlu spleen mod	IMPase Li cell
Cc1ccc(S(=O)(=O)n2nc(-c3ccc(Cl)cc3)nc2NCc2ccco2)cc1	-19%	1%	0%	15%	-28%	-9%	39%[activator][38.3 µM]
O=S1(=O)c2cccc3cccc(c23)N1CCCN1CCN(c2ccc(F)cc2)CC1	/	-24%	/	/	1%	1%	/
COc1ccc(C(C(=O)NC2CCCCC2)N(C(=O)Cc2c[nH]c3ccccc23)c2ccc(NC(C)=O)cc2)cc1OC (centres undefined)	-3%	-14%	-5%	5%	-3%	-13%	-5%[38.3 µM]
Nc1ccc2c(c1)C/C(=C/c1ccco1)C2=O	-7%	39%[10 µM]	-3%	19%	16%	-7%	-12%
Cc1ccc(Cl)cc1NC(=S)N(CCN(C)C)C(C)c1ccccn1 (centres undefined)	-5%	-20%	-2%	-1%	-17%	-1%	4%
COc1cc(/C=C2\SC(c3ccc(C)cc3)=NC2=O)ccc1O	?	2%[10 µM]	-1%	87%[activator]	4%	1%	28%
O=C(O)CC(Cc1ccccc1)C(=O)Nc1ccc([N+](=O)[O-])cc1 (centres undefined)	11%	17%[10 µM]	-13%	7%	-16%	-5%	-2%
COc1ccc(CC(=O)NC(C)(C)CC(C)=O)cc1OC	9%	-2%	-2%	1%	-5%	7%	-2%[38.3 µM]
Cn1nnnc1SCC(=O)Nc1cc(S(=O)(=O)N2CCCC2)ccc1Cl	26%	/	-3%	6%	-8%	-4%	7%
CSc1cc(-c2ccc(Cl)cc2)c(C(=O)N2CCCC2)s1	-7%	0%[10 µM]	6%	12%	-13%	-2%	2%
O=C(CN1C(=O)COc2ccccc21)N1CCN(c2ccccc2F)CC1	2%	21%	1%	2%	-7%	-9%	20%[38.3 µM]
CC12CCC(C(=O)Nc3cccc(Cl)c3)(C(Br)C1=O)C2(C)C (centres undefined)	-7%	6%[10 µM]	2%	-10%	-4%	-4%	12%
CCN1C(=O)c2c(C)nc3ccccc3c2C1=O	1%	9%	-3%	-11%	-7%	9%	-1%[38.3 µM]
CC1CCCC(C)N1/N=C/c1ccc(N(C)C)cc1 (centres undefined)	-1%	-15%[10 µM]	3%	-3%	17%	-1%	27%
C=CCC1c2cccc(C(=O)O)c2C(=O)N1c1ccc(Cl)cc1 (centres undefined)	3%	-7%	?	-1%	12%	7%	20%[38.3 µM]
N#C/C(=C(/O)COC(=O)CSc1ccc(Cl)cc1)c1nc2ccccc2[nH]1	-2%	3%[1.9 µM]	1%	58%[activator]	-4%	2%	1%
CC(C)(C)NC(=O)CN(Cc1cccs1)C(=O)CN1C(=O)C(=O)c2ccccc21	4%	-20%	6%	-7%	-6%	-2%	14%
CCCN(CCC)S(=O)(=O)c1ccc2c(c1)CCCN2C(C)=O	?	-18%	1%	-6%	-17%	10%	6%[38.3 µM]
CC(C)C(=O)NNC(=O)c1csc(-c2cccs2)n1	-9%	-5%[10 µM]	/	2%	-17%[9.22 µM]	2%	/
COc1cc2nc(SCC(=O)NCCc3ccccc3)n(Cc3ccco3)c(=O)c2cc1OC	5%	-11%[0.074 µM]	-15%	2%	12%	-6%	38%[activator][38.3 µM]
CCOc1ccc(N2C(=O)CN(C)C2=S)cc1	3%	1%[10 µM]	-2%	7%	11%	-10%	-7%
Cc1ncc(CN2CCN(C3CCCC3)C(CCO)C2)s1 (centres undefined)	-7%	10%[10 µM]	12%	9%	13%[9.22 µM]	-13%	14%
CCCN(CCC)C(=O)C1CCCN1S(=O)(=O)c1cccc2nsnc12 (centres undefined)	0%	-1%[10 µM]	/	9%	9%[9.22 µM]	-3%	/
Cc1cccc(Nc2c(F)c(F)c(F)c(F)c2C(=O)O)c1	-6%	-26%	0%	7%	-4%	3%	-10%
O=C(Cc1ccc(Br)cc1)Nc1nc2ccccc2[nH]1	-11%	-8%[10 µM]	/	-82%	7%[9.22 µM]	-1%	/
COc1cnc(-c2ccccc2)nc1Oc1ccccc1C	-5%	-21%	-5%	5%	26%	-3%	35%[activator][38.3 µM]
COc1cc(C(=O)N(Cc2cccc(Cl)c2)C2CCS(=O)(=O)C2)cc(OC)c1OC (centres undefined)	0%	13%	-2%	5%	13%	2%	16%[38.3 µM]
COc1ccc(OC)c(N(CC(=O)N2CCCCC2)S(=O)(=O)c2ccc(OC)c(OC)c2)c1	2%	-3%[1.9 µM]	-6%	5%	1%	-1%	5%
Cc1cc2nc(Cl)c(Cl)nc2cc1C	7%	-13%[10 µM]	/	1%	-31%[9.22 µM]	-10%	/
CC(=O)NC1=NC(=O)/C(=C/N2CCCCC2)S1	5%	-5%[0.074 µM]	-14%	0%	6%	-6%	16%[38.3 µM]
O=C(c1ccccc1)n1nnc2ccccc21	4%	-18%	-7%	-3%	15%	-10%	-7%[38.3 µM]
N#Cc1ccc(OCc2noc(-c3ccsc3)n2)cc1	-10%	-8%[10 µM]	2%	20%	-2%[9.22 µM]	2%	/
COCc1[nH]nc2c1C(c1c(F)cccc1Cl)C(C#N)=C(N)O2 (centres undefined)	-10%	0%[10 µM]	-3%	-13%	-7%	2%	-12%[38.3 µM]
Clc1ccc(-n2c(SC/C=C/c3ccccc3)nnc2-c2cccnc2)cc1	-9%	-27%	-2%	10%	?	-19%	17%[38.3 µM]
CCc1ccc(N2CC(C(=O)Nc3cc(C)ccc3F)CC2=O)cc1 (centres undefined)	6%	0%[10 µM]	?	-4%	3%	-8%	-9%[38.3 µM]
C=CCn1c(Cc2cccs2)nnc1SCC(=O)NCc1ccco1	-3%	-4%	0%	1%	14%	-12%	-6%[38.3 µM]

Reprinted at random: two records from the list, in no set order.
SMILES	GAA glycogen mod	HTT ATP protect	GAA inh	RGS12 GoLoco inh	HTT aggregate	aGlu spleen mod	IMPase Li cell
COc1ccc(C(C(=O)NC2CCCCC2)N(C(=O)Cc2c[nH]c3ccccc23)c2ccc(NC(C)=O)cc2)cc1OC (centres undefined)	-3%	-14%	-5%	5%	-3%	-13%	-5%[38.3 µM]
Cc1ccc(Cl)cc1NC(=S)N(CCN(C)C)C(C)c1ccccn1 (centres undefined)	-5%	-20%	-2%	-1%	-17%	-1%	4%

Next section
SMILES	GAA glycogen mod	HTT ATP protect	GAA inh	RGS12 GoLoco inh	HTT aggregate	aGlu spleen mod	IMPase Li cell
CCN(CCCNC(=O)CCn1c(=O)[nH]c2ccsc2c1=O)c1ccccc1	-9%	-21%	-2%	11%	13%	1%	?
Cc1cc(N2CCCC2)nc(SCC(=O)c2ccccc2)n1	3%	5%[10 µM]	-3%	-7%	-15%	-1%	11%
FCCCOc1ccc(CN2CCN(c3ccccc3F)CC2)cc1	7%	-48%	6%	12%	-2%[9.22 µM]	4%	24%
CCN(CC)C(=O)c1ccc(N)cc1	-6%	19%[10 µM]	-2%	-8%	8%	6%	7%
CCCCCCCCCCCCCCCCOCC(COP(=O)([O-])OCC[N+](C)(C)C)OC (centres undefined)	/	-16%&-18%	/	1%&1%	/	5%&-5%	-25%&-3%
O=C(NCCCN1CCOCC1)c1ccc(S(=O)(=O)N2CCOCC2)cc1	0%	-6%	-12%	2%	19%	-4%	2%[38.3 µM]
O=C(NCCN1CCCC1)c1ccc2c(c1)N(Cc1ccc(F)cc1)C(=O)c1ccccc1S2=O (centres undefined)	-3%	14%[10 µM]	4%	10%	-2%	5%	6%
CCOC(=O)NNC(=S)Nc1c(C)n(C)n(-c2ccccc2)c1=O	-27%	-8%[10 µM]	-7%[15.4 µM]	-3%	-2%[9.22 µM]	-1%	/
CCCC(C)C(=O)Nc1nc(C)c(-c2csc(Nc3cc(OC)ccc3OC)n2)s1 (centres undefined)	?	-76%[inhibitor]	-5%	6%	?	-1%	23%[38.3 µM]
c1csc(C2=NNC(=NC3CCCCC3)SC2)c1	-1%	-98%[inhibitor]	0%	-1%	-13%	-3%	17%
COc1ccc(CCC(C)NC2C3CC4CC(C3)CC2C4)cc1 (centres undefined)	1%	-9%	-3%	-2%	20%	-12%	14%[38.3 µM]
Cn1nnnc1SCc1csc(Nc2ccccc2)n1	-9%	-34%	-2%	5%	-21%	-4%	-1%[38.3 µM]
